# D3 antag – qHTS of D3 Dopamine Receptor Antagonist: qHTS; actives 2.5% (n = 360,000); D3R cells, DiscoveRx beta-arrestin luminescence, antagonist mode; hits give low values; max response, negative = inhibition, %; D(3) dopamine receptor (Homo sapiens), P35462; in the data active means max response below about -50%; inconclusive means no clear call, values can overlap the other calls; further: on the % scale 0 is the no-effect control and ±100 the full control effect; mostly tested at two doses, the higher about 12 µM
# Target sequence (P35462 whole entry, looked up): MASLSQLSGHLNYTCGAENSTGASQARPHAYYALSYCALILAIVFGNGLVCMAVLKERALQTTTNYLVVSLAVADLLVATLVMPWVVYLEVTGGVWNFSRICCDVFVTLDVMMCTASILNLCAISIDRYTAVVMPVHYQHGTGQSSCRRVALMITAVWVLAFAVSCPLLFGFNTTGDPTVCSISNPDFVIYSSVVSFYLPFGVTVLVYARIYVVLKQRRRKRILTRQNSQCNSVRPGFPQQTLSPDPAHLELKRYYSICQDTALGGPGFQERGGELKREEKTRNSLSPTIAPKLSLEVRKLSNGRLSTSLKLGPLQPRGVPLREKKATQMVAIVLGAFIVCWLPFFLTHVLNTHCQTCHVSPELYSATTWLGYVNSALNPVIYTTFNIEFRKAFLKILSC
#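 Cells plated overnight at 1500 cells/well, then exposed to library compounds with dopamine controls for 90 minutes at 37 degrees C. DiscoveRx reagent added for 30–60 minutes at room temperature; luminescence read, quantitative HTS format.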
# CCT modulator – High-Throughput Screening for Modulators of Cytosolic Chaperonin Activity | purified chaperonin ATPase assay, HTRF ADP detection, 30 min | activity change, % (test concentration not listed), hits read low | actives 0.3% (n = 360,000) | AID 651819, 2012; in the data active means activity change below about -30%; further: on the % scale 0 is the no-effect control and ±100 the full control effect
#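 Enzyme 40 or 20 nM (batch-dependent) in Tris pH 7.4/KCl/MgCl2/DTT; cpd 76 uM single point; ATP 10 uM; 30 min 37 °C; Transcreener ADP HTRF detection, 30 min RT; ratio 665/615.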
# Akt phos inh – HTS Assay for Inhibitors of Akt Phophorylation: Primary Screen. Neuro2A IGF-stimulated pAkt S473 HTRF, 20 min; hits give low values. activity change, % for hits at 50 µM. actives 0.32% (n = 360,000). AID 651550, 2012; in the data active means activity change below about -80%; inconclusive means mostly about -51% to -80%; further: on the % scale 0 is the no-effect control and ±100 the full control effect
#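 Single-point screen (50 µM final compound) in Neuro2A cells stimulated 20 min with 6 nM IGF at 37 deg C. After lysis, Ser473-phosphorylated Akt read by HTRF (ex 330 nm, em 615/665 nm) as the 665/615 ratio.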
# Mm-Cpn inhibitor – Inhibitors of TCP-1 ring complex (TRiC) of Methanococcus maripaludis (MmCpn): qHTS; purified Mm-Cpn ATPase, ADP Transcreener TR-FRET; actives 0.031% (n = 330,000); Potency, µM (top dose mostly 76.9 µM), inactives show top-dose activity, negative = inhibition, hits mostly inhibitors; Chaperonin Mm-Cpn (Methanococcus maripaludis); AID 504842, 2011; further: potency means the concentration at half of the fitted maximal effect; on the % scale 0 is the no-effect control and ±100 the full control effect; nearly all actives have a fitted effect of over 80% in size
#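 TR-FRET (320 nm excitation; 590 and 665 nm emission) reports ADP made from 10 uM ATP by 25 nM enzyme; compounds were preincubated 10 min, reaction run 30 min, both at 37°C.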
# PTHR1 ag – qHTS for PTHR1 Agonists: Primary Screen; Parathyroid hormone/parathyroid hormone-related peptide receptor (Homo sapiens), Q03431; HEK293 GP2 PTHR1 cells, GloSensor cAMP luminescence, 1 h; Potency, µM (series often up to 115 µM), inactives show at the top dose activation, actives largely listed as activators; actives 0.075% (n = 410,000); AID 743266, 2014; further: potency means the concentration at half of the fitted maximal effect; nearly all actives have a fitted effect of over 55% in size; some results filed as inactive show a strong effect at the top dose; inactives centre near -15; many of its hits are not listed in these tables
# Target sequence (Q03431 whole entry, looked up): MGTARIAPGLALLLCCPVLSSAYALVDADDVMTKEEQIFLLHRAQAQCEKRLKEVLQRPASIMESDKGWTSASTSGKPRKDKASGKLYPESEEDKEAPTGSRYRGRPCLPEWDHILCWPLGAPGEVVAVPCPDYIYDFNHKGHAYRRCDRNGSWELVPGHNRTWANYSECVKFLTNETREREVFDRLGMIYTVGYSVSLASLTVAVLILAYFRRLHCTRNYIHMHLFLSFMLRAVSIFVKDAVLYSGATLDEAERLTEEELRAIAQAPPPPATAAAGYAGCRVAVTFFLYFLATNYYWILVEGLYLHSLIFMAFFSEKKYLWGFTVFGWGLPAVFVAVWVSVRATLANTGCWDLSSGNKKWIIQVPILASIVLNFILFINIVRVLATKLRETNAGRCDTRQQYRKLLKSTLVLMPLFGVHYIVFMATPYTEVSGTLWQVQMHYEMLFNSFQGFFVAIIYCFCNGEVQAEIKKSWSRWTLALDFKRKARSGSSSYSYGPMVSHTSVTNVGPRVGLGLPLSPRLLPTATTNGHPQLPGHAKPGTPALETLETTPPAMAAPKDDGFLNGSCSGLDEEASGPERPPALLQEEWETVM
#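 HEK-293-derived GP2 cells expressing PTHR1 and a GloSensor cAMP reporter, 3,000/well, plated overnight, given luciferin plus IBMX (each 0.5 mM as added) for 1 h at 37 °C, then compound for 1 h at 37 °C. Luminescence was read after 15 min at room temperature.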
# EPAC2 antagonist – qHTS for Antagonist of cAMP-regulated guanine nucleotide exchange factor 2 (EPAC2): primary screen | Rap guanine nucleotide exchange factor 4 (Homo sapiens), Q8WZA2 | EPAC2 GEF exchange of Rap1B-BODIPY-GDP, fluorescence | Potency, µM (titrated, usually from 114 µM), without a hit: top-dose activity, negative = inhibition, usual class: inhibitors | actives 0.18% (n = 360,000) | AID 720708, 2013; further: potency means the concentration at half of the fitted maximal effect; on the % scale 0 is the no-effect control and ±100 the full control effect; nearly all actives have a fitted effect of over 45% in size; many of its hits are not listed in these tables
# EPAC2 agonist – qHTS for Agonist of cAMP-regulated guanine nucleotide exchange factor 4 (EPAC2): primary screen; Rap guanine nucleotide exchange factor 4 (Homo sapiens), Q8WZA2; actives 0.079% (n = 360,000); EPAC2 activation, biochemical qHTS; response scale: 100% = 6.5 mM cAMP response; Potency, µM (doses to about 154 µM), inactives show at the highest dose activation, hits mostly activators; further: potency means the concentration at half of the fitted maximal effect; nearly all actives have a fitted effect of over 50% in size
#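 Compounds were added across a concentration range to EPAC2 (100 nM), RAP1B-BODIPY-GDP (250 nM) and GDP (50 uM). After 5 min at room temperature, fluorescence was recorded at 5-min intervals for 30 min.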
# DRD3 agonist – qHTS of D3 Dopamine Receptor Agonist: qHTS; D3R DiscoveRx beta-arrestin cells, luminescence, 90 min; AID 652048, 2013; D(3) dopamine receptor (Homo sapiens), P35462; max activation, %; actives 0.58% (n = 410,000); in the data active means max activation above about 30%; further: 0% is about no effect; mostly tested at two doses, the higher about 12 µM
#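 Agonist-mode cell screen: cells plated at 1500/well and incubated overnight at 37 °C, then exposed to library compounds for 90 min at 37 °C. Detection reagent was added for 30–60 min at room temperature, and luminescence was read.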
# Numbers without * were called inactive; i = inactive; u = inconclusive; x = no result given; [ ] = another dose, or the depositor's remark. Unless noted, the call rests on the fitted dose curve; in most records, active means well fitted curve in the direction sought with a large enough effect; inconclusive means small, poorly fitted or top-dose-only effect, or another doubt; inactive means no such curve, though single readings can be large; an effect the other way counts as inactive or inconclusive. The list is partial, so the mix of outcomes need not match the whole.
SMILES,D3 antag,CCT modulator,Akt phos inh,Mm-Cpn inhibitor,PTHR1 ag,EPAC2 antagonist,EPAC2 agonist,DRD3 agonist
COc1ccccc1NC(=O)C1CCCN(c2ncnc3c2nc2n3CCCCC2)C1 (stereo not given),0,-3.3,i,2%,-96%[inhibitor],-8%,-5%,1
Cc1ccc(-c2nn(CC(=O)NCc3ccco3)c(=O)c3ccccc23)cc1,-21,-1.1,i,1%,i,5%,-7%,-1
CC(=O)NC1=NC(=O)CS1,21,0.1,i,-1%,i,1%,6%,3
CCN(CCCNC(=O)CCC(=O)N1CCOc2ccccc21)Cc1ccccc1,2,0.0,i,0%,i,2%,11%,-8
COc1ccc(C(=O)NC2CCN(S(=O)(=O)c3ccc(F)cc3)CC2)cc1,10,-0.9,i,-1%,i,3%,6%,-4
CC1=CC(=O)CC(C)(C)[C@@]1(O)/C=C/[C@@H](C)O[C@@H]1O[C@H](CO)[C@@H](O)[C@H](O)[C@H]1O,4,-1.7,i,-1%,-23%,-9%,7%,-21
COc1ccc(C(=O)NNC2=NCCCCC2)cc1,-5,-0.2,i,-5%,i,-4%,-5%,3
NC(=O)CC(NC(=O)c1ccccc1)c1ccc(NC2CCCCC2)c([N+](=O)[O-])c1 (stereo not given),-17,-0.9,i,2%,-81%[inhibitor],9%,1%,-12
CCOC(=O)C(=O)N=Nc1c(O)n(C)c2ccccc12,9,-2.2,i,2%,i,0%,-4%,-1
O=C(CSc1nnc(COc2ccccc2)o1)Nc1nccs1,-1,1.5,i,0%,26%,0%,1%,-2
O=C(NNS(=O)(=O)c1ccccc1)c1cccnc1,13,-2.2,i,0%,i,9%,-1%,-7
C/C(=N/NS(=O)(=O)c1ccc(C)cc1C)c1c[nH]c2ccccc12,8,0.0,i,-3%,-6%,-8%,10%,11
O=C(O)c1cccc(N2C(=O)c3cccc(Oc4ccc(Cl)cc4)c3C2=O)c1,-5,-0.7,i,1%,-32%[inhibitor],u,-2%,0
Cc1ccc(NC(=O)CSc2nnc(Cc3ccccc3)o2)c(C)c1,10,-1.6,i,1%,-23%,4%,-1%,4
COc1cc(/C=N/NC(=O)c2ccc(CN3c4cccc5cccc(c45)S3(=O)=O)cc2)cc(OC)c1O,4,0.5,i,-2%,-14%,9%,14%,14
COc1cccc(C(=O)NCCNC(=O)c2cnccn2)c1,4,-2.0,i,-9%,i,10%,8%,-2
CCn1ccnc1CN(C)C(=O)C1CCC(=O)N(CCc2cccc(F)c2)C1 (stereo not given),7,-0.7,i,1%,i,-5%,0%,1
CCCOc1ccc(N2C(=O)CC(N3CCC(O)(c4cccc(C(F)(F)F)c4)CC3)C2=O)cc1 (stereo not given),18,1.1,i,2%,-12%,-7%,-20%,9
CCOc1ccc(C(=O)OC(C)C(=O)N2CCN(Cc3ccccc3)CC2)cc1 (stereo not given),u,-21,i,-2%,-26%,14%,19%,-10
Cc1ccc(COc2ccc(/C=N/NC(=O)CN3CCCCC3)cc2)cc1,-9,-4.9,i,0%,-1%,1%,6%,-3
CCc1cc(Cn2nc(-c3ccccc3)cc2C(=O)NCc2ccccc2OC)on1,0,-1.5,i,0%,-15%,2%,11%,-20
Cc1ccc(C(=O)NCC(=O)OCC(=O)c2cc(C)n(Cc3ccco3)c2C)cc1,-24,-1.2,i,0%,i,-10%,8%,2
COc1cc(OC)nc(Nc2nc(CN)cs2)n1,0,0.6,i,x,i,1%,2%,-5
CCC(=O)Nc1cccc(-c2nc3ccccc3c(=O)o2)c1,0,-1.3,i,-1%,-21%,1%,7%,-3
O=C(COC(=O)Cc1ccc(Cl)cc1)Nc1c(F)cccc1F,-2,1.3,i,-1%,i,-10%,-1%,1

# Reformatted with two lines to a compound: entries from further up.
# Fields: D3 antag	CCT modulator	Akt phos inh	Mm-Cpn inhibitor	PTHR1 ag	EPAC2 antagonist	EPAC2 agonist	DRD3 agonist
COc1ccc(C(=O)NNC2=NCCCCC2)cc1
 : -5	-0.2	i	-5%	i	-4%	-5%	3
NC(=O)CC(NC(=O)c1ccccc1)c1ccc(NC2CCCCC2)c([N+](=O)[O-])c1 (stereo not given)
 : -17	-0.9	i	2%	-81%[inhibitor]	9%	1%	-12
CCOC(=O)C(=O)N=Nc1c(O)n(C)c2ccccc12
 : 9	-2.2	i	2%	i	0%	-4%	-1

# Next structures
SMILES,D3 antag,CCT modulator,Akt phos inh,Mm-Cpn inhibitor,PTHR1 ag,EPAC2 antagonist,EPAC2 agonist,DRD3 agonist
Cc1ccc(S(=O)(=O)N2CCN(CC(=O)N3CCCC3)CC2)c(C)c1,-3,2.1,i,-1%,-94%[inhibitor],-9%,1%,7
O=C(c1ccco1)N1CCN(Cc2nc3ccccc3c(=O)n2-c2ccc(F)cc2)CC1,30,-1.6,i,-1%,-2%[57.5 µM],5%,8%,0
CCc1ccc2c(CN3CCOCC3)cc(=O)oc2c1,6,3.0,i,1%,i,4%,6%,-2
O=C(c1cc(C2CC2)on1)N1CCCC(N2CCN(c3ccc(F)cc3)CC2)C1 (stereo not given),2,2.1,i,3%,i,2%,3%,3
Cc1cc(C)n(-c2nnc(NC(C)(C)C)nn2)n1,-2,-0.7,i,-1%,-13%,-2%,-4%,4
O=c1nccc(Nc2ccccc2)[nH]1,25,-0.4,i,1%,i,-14%,-4%,1
COc1ccc(NC(=O)Cn2c(NCC(C)O)nc3ccccc32)cc1Cl (stereo not given),5,-18,i,0%,i,7%,7%,1
C[C@H](NC(=O)c1nc[nH]c1C(=O)NCc1ccccc1)C(=O)OCc1ccccc1,2,-0.9,i,-1%,-9%,u,1%,1
O=C(CN1C(=O)CNC1=O)Nc1cccc(C(F)(F)F)c1,10,1.1,-101%*,0%,i,6%,8%,-12
Cc1cc(C)c(C(=O)Nc2cccc(F)c2)c(Cl)n1,-2,0.4,i,0%,-3%,-5%,0%,2
CCOC(=O)C[N+](C)(C)CCOC1CC2CCC1(C)C2(C)C (stereo not given),-5,-1.3,i,-2%,-24%,3%,11%,4
O=C(CCCOc1ccccc1)N1CCCc2ccccc21,-8,-0.8,i,x,-5%,5%,16%,-13
CCN(CC)S(=O)(=O)c1ccc(N/N=C(\C)c2ccncc2)nc1,10,-2.0,i,2%,-1%,-5%,15%,0
Cc1cccc(NC(=O)CSc2nc3ccccc3nc2N2CC(C)OC(C)C2)c1 (stereo not given),20,-2.9,i,-2%,i,-16%,8%,5
O=C1NC[C@@H](Cc2ccc(O)cc2)N(CCc2cccc3ccccc23)C1=O,21,1.7,i,4%,-1%,-11%,1%,14
CC(C)N(Cc1ccccc1)S(=O)(=O)N(C)C,18,0.8,i,2%,-6%[57.5 µM],5%,3%,2
C[C@@H]1CCCCO[C@@H](CN(C)C(=O)C2CCCCC2)[C@@H](C)CN([C@H](C)CO)C(=O)c2cc(NC(=O)NC3CCCCC3)ccc2O1,-20,-1.5,i,x,3%,3%,-13%,-4
Cc1ccc(-c2nnc(CCC(=O)N(C)Cc3nccs3)o2)s1,6,-1.2,i,0%,i,-1%,8%,7
O=C(Cn1ccc2cc(S(=O)(=O)N3CCCC3)ccc21)NCCc1ccccc1,2,2.6,i,0%,-13%,2%,-6%,13
COC(=O)c1c(C)[nH]c(C(=O)CSc2nnnn2-c2ccccc2)c1C,12,-3.0,i,-3%,i,1%,-4%,2
CCCn1c(=O)c(-c2nc3ccccc3[nH]2)c(O)c2ccccc21,-6,0.5,i,-3%,-47%[inhibitor],-7%,3%,8
Cc1ccc(C(CC(=O)O)NC(=O)CCNC(=O)c2ccco2)cc1 (stereo not given),0,0.1,i,3%,u,-7%,4%,-4
CCOC(=O)C1CCN(C(=O)c2ccc3c(c2)S(=O)(=O)c2ccccc2C3=O)CC1,4,-0.3,i,-2%,-14%,2%,2%,12
CC(Cl)c1cc(-c2ncc(C(F)(F)F)cc2Cl)no1 (stereo not given),-5,1.2,i,-2%,-12%,-23%,5%,-5
CCCc1n(CC)c2ccccc2[n+]1CC(O)COC1CCCCC1 (stereo not given),4,-0.3,i,0%,i,4%,3%,-3
# (list continues)
SMILES,D3 antag,CCT modulator,Akt phos inh,Mm-Cpn inhibitor,PTHR1 ag,EPAC2 antagonist,EPAC2 agonist,DRD3 agonist
S=c1sscc1-c1ccccc1,-12,-0.7,i,x,i,0%,7%,7
CC(C)c1ccccc1NC(=S)NC(=O)C1CCCCC1,-12,-2.1,i,1%,-77%[inhibitor],-15%,3%,-15
O=C(COC(=O)c1cccnc1Cl)c1ccc(F)cc1,-24,1.8,i,1%,-87%[inhibitor],0%,5%,-13
COCCNC(=S)N(CCO)Cc1cc2cc3c(cc2[nH]c1=O)OCCO3,4,0.6,i,1%,-11%,-2%,8%,1
CC(C)Oc1cccc(C2NC(=O)c3ccccc3O2)c1 (stereo not given),4,-0.6,i,1%,-22%,10%,0%,4
COc1ccccc1/C=C/C(=O)NNC(=O)c1cc(C)oc1C,6,-6.0,i,-1%,-8%,6%,2%,0
COc1ccc(-n2nc(C)c3onc(C)c3c2=O)cc1,-7,-7.0,i,0%,-11%,-3%,10%,-18
CC(=O)N/C(=C\c1ccc(F)cc1)C(=O)NC(Cc1c[nH]c2ccccc12)C(=O)O (stereo not given),24,0.3,i,-1%,i,5%,18%,9
COc1ccc2c(c1)c(CC(=O)Nc1cc(C)ccc1C)c(C)n2C(=O)c1ccc(Cl)cc1,-24,-1.8,i,-2%,-2%,2%,-2%,-7
CC(=O)c1cccc(NC(=S)N2CCCC2)c1,0,0.7,i,1%,i,-5%,5%,-11
COC(=O)c1ccc(NCc2cc(O)ccc2O)cc1,-19,-0.8,i,x,-30%,0%,19%,0
CCN(CC(=O)Nc1ccc(OC)cc1)CC(=O)Nc1cccc(S(=O)(=O)N2CCOCC2)c1,-20,1.0,i,x,-24%,-15%,1%,-1

# Screening data deposited in PubChem BioAssay by National Center for Advancing Translational Sciences (NCATS).
